High-throughput results deposited in PubChem BioAssay by several laboratories.
ZTA counter = blocks Epstein-Barr virus ZTA, an EBNA-1 counter-screen. P03206. ZTA-DNA binding, fluorescence polarization. inhibition, % at 11 µM. hit rate 0.15% among 320,000; in the data active = inhibition above about 33%
procasp7 counter = counter-screen: procaspase-7 (human) activation; activation, % at 8.5 µM; hit rate 0.093% among 330,000; recombinant procaspase-7, Ac-DEVD-pNA absorbance 405 nm; D23A/D198A/D206A triple mutant, cannot self-cleave; scale: DMSO 0, 5 µM enzyme 100; AID 463210;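 active = percent activation above the screen-wide mean plus 3 SD, cut at about 25% in these data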
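Assay system – Uncleavable procaspase-7 mutant enzyme · Quantity – 2 µM procaspase-7 mutant as dispensed · Times – 1 h preincubation, 2 h reaction · Dosing – single nominal 8.5 µM compound dose, 0.8% DMSO final · Buffer or medium – Zinc-free 50 mM HEPES buffer, pH 7.4, with NaCl and Triton X-100 · Detection – Epi-absorbance of released pNA at 405 nm, two timepoints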
MEP2 TOR yeast = alters MEP2-GFP fluorescence in TOR pathway yeast screen | GFP response vs DMSO, % at 10 µM | hit rate 0.51% among 330,000 | S. cerevisiae MEP2-GFP strain, flow cytometry GFP, 3 h; 100% = DMSO control level | AID 2016;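 active = GFP response versus DMSO above a set limit, roughly screen mean plus 3 SD, cut at about 180% in these data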;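 note: median GFP fluorescence of the barcode-gated MEP2-GFP cells per well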
AHR activator = activates the human aryl hydrocarbon receptor; AHR-responsive luciferase reporter cells, luminescence; activation, % at 5 µM; hit rate 2.5% among 320,000; AID 2796; in the data active = activation above about 47%;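 note: 0% = vehicle wells and 100% = reference agonist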
Target sequence (P35869 whole entry, looked up): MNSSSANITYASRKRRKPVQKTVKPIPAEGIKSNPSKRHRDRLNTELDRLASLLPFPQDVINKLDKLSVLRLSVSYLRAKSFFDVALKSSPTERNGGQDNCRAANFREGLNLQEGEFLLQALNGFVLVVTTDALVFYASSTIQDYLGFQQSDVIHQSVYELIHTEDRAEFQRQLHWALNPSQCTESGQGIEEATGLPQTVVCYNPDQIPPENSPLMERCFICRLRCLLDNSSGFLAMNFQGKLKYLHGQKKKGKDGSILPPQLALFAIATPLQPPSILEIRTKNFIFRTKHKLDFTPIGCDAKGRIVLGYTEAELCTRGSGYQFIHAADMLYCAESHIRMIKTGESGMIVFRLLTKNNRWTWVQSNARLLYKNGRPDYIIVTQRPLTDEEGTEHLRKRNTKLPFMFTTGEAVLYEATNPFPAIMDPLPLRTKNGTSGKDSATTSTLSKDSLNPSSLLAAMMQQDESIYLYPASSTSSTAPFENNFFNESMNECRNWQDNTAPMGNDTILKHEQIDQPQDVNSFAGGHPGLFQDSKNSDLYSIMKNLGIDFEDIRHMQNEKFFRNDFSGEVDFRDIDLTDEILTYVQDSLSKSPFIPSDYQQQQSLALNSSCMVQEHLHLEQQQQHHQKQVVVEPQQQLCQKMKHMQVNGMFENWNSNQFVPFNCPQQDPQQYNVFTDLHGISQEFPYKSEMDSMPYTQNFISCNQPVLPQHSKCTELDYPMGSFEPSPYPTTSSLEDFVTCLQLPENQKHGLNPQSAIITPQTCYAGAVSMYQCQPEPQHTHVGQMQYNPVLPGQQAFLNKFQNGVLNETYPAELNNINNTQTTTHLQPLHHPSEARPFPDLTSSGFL
proCasp3 act = procaspase-3 (human) activation; P42574; activation, % at 8.5 µM; recombinant procaspase-3 D3A, Ac-DEVD-pNA absorbance 405 nm; AID 463141; hit rate 0.11% among 330,000;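 active = activation above the mean of all tested compounds plus 3 SD, cut at about 21% in these data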;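 note: 0% = DMSO alone and 100% = DMSO wells spiked with extra 5 µM PC-3 D3A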
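Test system: Procaspase-3 D3A mutant, all three cleavage aspartates alanine | Dosing: Single dose, 8.5 µM nominal compound, 0.8% DMSO | Schedule: 1 h preincubation, 2 h reaction | Technique: 405 nm absorbance of p-nitroaniline, reads at 0 and 120 min | Repeats: One well per compound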
EBNA-1 inhibitor = blocks EBNA-1 binding to DNA; EBNA-1 DNA binding, fluorescence polarization; inhibition, % at 14.8 µM; hit rate 0.34% among 300,000; AID 1950; in the data active = inhibition above about 28%
LAP4 TOR yeast = modulators of TOR pathway LAP4-GFP in S. cerevisiae | S. cerevisiae LAP4-GFP multiplex, flow cytometry GFP, 3 h; median GFP as percent of DMSO wells | GFP response vs DMSO, % at 10 µM | hit rate 0.34% among 320,000 | AID 2023;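 active = GFP response vs DMSO above a set limit, about the screen mean plus 3 SD, cut at about 150% in these data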
RPL19A-GFP yeast = modulators of TOR pathway RPL19A-GFP in S. cerevisiae; S. cerevisiae RPL19A-GFP strain, flow cytometry, 3 h; hits give low values; percent response vs DMSO, % at 10 µM; hit rate 0.3% among 330,000;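 active = percent response vs DMSO below 50%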;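 note: median channel GFP fluorescence of the barcoded RPL19A-GFP strain; ratio of sample median GFP to plate DMSO average so 100% = DMSO; lower means less RPL19A-GFP as with rapamycin TOR inhibition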
The depositor's hits bear a star; x = not tested or not shown; + = active, no number.

compound,ZTA counter,procasp7 counter,MEP2 TOR yeast,AHR activator,proCasp3 act,EBNA-1 inhibitor,LAP4 TOR yeast,RPL19A-GFP yeast
Cn1c(Cc2ccccc2)nnc1SCC(=O)Nc1ccc(N2CCOCC2)cc1,-9,10,99,4,-3,-13,86,101
N#Cc1ccc(-c2cccnc2)nc1SCC(=O)Nc1sc2c(c1C#N)CCC2,14,-1,107,23,-7,9,103,103
COc1ccc(CCn2nnc(-c3ccc(NC(C)=O)c(Cl)c3)n2)cc1,7,6,106,-1,1,-3,103,99
CC(C)(C)n1nnnc1C(c1ccccc1F)N(Cc1ccco1)CC1CCCO1 (stereo unspecified),15,-4,99,-1,-3,11,99,97
CCc1ccc(N(CC(=O)NC(C)(C)CC)C(=O)CCC(=O)Nc2nccs2)cc1,-2,2,98,3,11,-6,84,101
COc1ccccc1-n1cnc2cc(C(=O)N3CCOCC3)ccc21,10,-1,106,-1,2,5,92,103
O=C(CN1C(=O)c2ccccc2C1=O)Nc1ccccc1N1CCOCC1,-13,2,102,1,4,-16,104,103
O=C(COC(=O)c1ccccn1)Nc1nc(-c2cccc([N+](=O)[O-])c2)cs1,5,2,99,9,14,-3,110,98
COC(=O)c1cc(OC)c(OC)cc1NC(=O)c1cccc(C)c1,-9,5,120,3,4,-4,118,104
O=Cc1cccn1-c1cccnc1,-20,-1,103,3,15,8,97,100
N#CCC(=O)Nc1ccccc1C(=O)O,-11,4,98,11,11,0,99,98
Fc1ccc(C2CC(c3ccco3)n3ncnc3N2)cc1 (stereo unspecified),-12,8,105,5,4,-10,104,104

Two entries from above, as labelled records:
SMILES: O=Cc1cccn1-c1cccnc1
  ZTA counter: -20	procasp7 counter: -1	MEP2 TOR yeast: 103	AHR activator: 3	proCasp3 act: 15	EBNA-1 inhibitor: 8	LAP4 TOR yeast: 97	RPL19A-GFP yeast: 100
SMILES: COc1ccccc1-n1cnc2cc(C(=O)N3CCOCC3)ccc21
  ZTA counter: 10	procasp7 counter: -1	MEP2 TOR yeast: 106	AHR activator: -1	proCasp3 act: 2	EBNA-1 inhibitor: 5	LAP4 TOR yeast: 92	RPL19A-GFP yeast: 103

The list goes on.
compound,ZTA counter,procasp7 counter,MEP2 TOR yeast,AHR activator,proCasp3 act,EBNA-1 inhibitor,LAP4 TOR yeast,RPL19A-GFP yeast
O=C(O)CC(=O)Nc1cc(Cl)ccc1O,0,6,108,3,1,9,96,93
O=C(Cn1sc2ccccc2c1=O)NC12CC3CC(CC(C3)C1)C2,-3,-28,105,3,-17,-8,116,94
O=C(CSc1nnc(Cc2ccccc2)n1-c1cccc(Cl)c1)N1CCOCC1,-15,5,103,1,7,2,110,103
O=C(CSc1nnc(CNC(=O)c2cccs2)o1)c1ccccc1,-4,-1,90,8,-6,-1,83,93
COc1ccc(CCC(=O)NNC(=O)Nc2ccc(C(C)=O)cc2)cc1,5,-1,102,0,10,5,68,106
Cc1cc(C)c(S(=O)(=O)c2cc(F)ccc2C)c(Cl)n1,0,-2,113,-1,9,4,109,108
Cc1nnc(SCC(=O)Nc2ncc3c(n2)CCCC3=O)s1,-1,5,106,4,-4,1,102,95
Cc1ccc(NC(=S)N2CCN(S(=O)(=O)c3c(F)cccc3F)CC2)cc1C,17,-5,94,1,-4,1,104,99
c1cnc(Oc2ccc3oc4ccccc4c3c2)nc1,10,6,99,9,4,-17,111,92
CC1CCCC(NC(=O)COC(=O)c2ccc(Br)o2)C1C (stereo unspecified),x,11,87,-1,0,x,90,95
CC1=NN(c2ccccc2)C(=O)C1C=Nc1ccc(N(C)C)cc1 (stereo unspecified),+,-22,100,30,-16,82*,114,98
COc1ccc(NS(=O)(=O)c2ccc(Br)cc2)cn1,-30,-7,96,1,-8,-6,117,91

Additional entries.
compound,ZTA counter,procasp7 counter,MEP2 TOR yeast,AHR activator,proCasp3 act,EBNA-1 inhibitor,LAP4 TOR yeast,RPL19A-GFP yeast
Cn1c(SCc2nc3ccccc3[nH]2)nnc1-c1cccnc1,-7,16,102,13,-1,12,91,101
O=C(C1CCN(S(=O)(=O)c2ccc(F)cc2)CC1)N1CCCC(C(F)(F)F)C1 (stereo unspecified),5,1,98,2,3,9,118,91
O=C(CCN(CCO)Cc1ccccc1)Nc1ccc(Br)cc1,-2,1,107,5,10,7,103,100
COc1ccc(NC(=O)CSc2ccccc2)cc1S(=O)(=O)N1CCOCC1,-5,5,102,4,-3,-3,101,104
Cc1cc(F)ccc1S(=O)(=O)Nc1ncnc2sc3c(c12)CCC3,8,0,95,28,6,-6,96,99
O=C(Cc1cccs1)Nc1ccc([N+](=O)[O-])cc1,3,-5,112,1,8,-4,93,105
COc1cccc(CNC(=O)Cc2ccc(-c3ccccc3)cc2)c1,-3,-1,109,1,0,6,87,106
CCOC(=O)c1c(NC(C)=O)sc2c1CCCNC2=O,-11,10,93,12,0,-4,90,98
CC(C)CN(C(=O)c1cc2ccccc2o1)c1c(N)n(CC(C)C)c(=O)[nH]c1=O,4,-1,106,4,1,6,91,95
CC(=O)c1cccc(NS(=O)(=O)c2csc(C(N)=O)c2)c1,3,6,110,0,-7,-12,96,105
CCOC(=O)N1CCC(NC(=O)C2CCCN(S(=O)(=O)c3cccc4nsnc34)C2)CC1 (stereo unspecified),-6,-3,99,-3,3,7,108,101
COc1ccc(NC(=O)CN(C)C(=O)c2ccc(NS(=O)(=O)c3ccc(F)cc3)cc2)cc1,-1,7,111,0,-6,-4,100,98

(further entries)
compound,ZTA counter,procasp7 counter,MEP2 TOR yeast,AHR activator,proCasp3 act,EBNA-1 inhibitor,LAP4 TOR yeast,RPL19A-GFP yeast
COc1cc(=O)n(C)c2c(O)cccc12,4,-10,102,3,10,-10,99,96
CCc1ccccc1N(CC(=O)NCCSCc1ccco1)S(C)(=O)=O,-8,8,108,0,5,3,103,101
CCOC(=O)c1ccc(-c2c(-c3cc(OC)c(OC)c(OC)c3)noc2C)cc1F,6,-7,87,0,-3,-6,127,96
COc1ccc(S(=O)(=O)NCC2CC3C=CC2C3)cc1OC (stereo unspecified),6,15,108,-2,2,-14,105,103
Cc1ccc(NC(=O)CC(O)(C(F)(F)F)C(F)(F)F)c(Br)c1,10,5,101,3,5,-4,98,95
CSCCCNC(=S)N1CCN(c2ccc(C(C)=O)cc2)CC1,-7,5,98,1,3,8,98,94
O=C(NNC1CC(=O)N(c2ccc(Cl)cc2)C1=O)c1ccco1 (stereo unspecified),9,7,91,2,9,11,105,99
CCOC(=O)CN1CC23C=CC(O2)C(C(=O)O)C3C1=O (stereo unspecified),-6,0,112,3,2,5,102,98
CC(=O)c1ccc(S(=O)(=O)Nc2ccc(C(=O)NCCCn3ccnc3)cc2)cc1,-5,7,102,2,2,x,101,98
COc1ccc(-c2nc(CS(=O)CC(=O)NCc3cccnc3)c(C)o2)cc1 (stereo unspecified),0,5,98,1,-5,-4,115,97
Cc1ccc(S(=O)c2snnc2C)cc1 (stereo unspecified),8,-7,90,0,2,6,96,88
Cc1nc2c(C#N)c[nH]n2c(=O)c1CCO,-1,2,105,0,0,4,100,105

Next results
compound,ZTA counter,procasp7 counter,MEP2 TOR yeast,AHR activator,proCasp3 act,EBNA-1 inhibitor,LAP4 TOR yeast,RPL19A-GFP yeast
CC1CC(=O)N(CC(=O)Nc2ccc3c(c2)OCCO3)c2ccccc2S1 (stereo unspecified),-7,-12,106,2,1,11,99,98
O=C(CSc1nnc(NC(=O)c2ccccc2F)s1)NCc1ccco1,2,-4,97,10,-2,-4,88,100
OCCNc1nc(-c2ccccc2)c2cc(Br)ccc2n1,-7,-6,107,4,-2,-2,107,106
O=C(CSc1nnnn1-c1cccc(F)c1)NC1CCCCC1,-2,-6,90,1,9,x,83,92
COc1ccccc1C(=O)Nc1nc(-c2cccs2)c(NC(C)=O)s1,-8,5,104,72*,4,5,104,100
Cc1ccc(Nc2nnc(SCC(=O)Nc3ccc(S(=O)(=O)N4CCOCC4)cc3)s2)cc1,8,5,95,0,-8,12,96,97
O=C(c1cccc(S(=O)(=O)NCc2ccccc2)c1)N1CCCC(C(F)(F)F)C1 (stereo unspecified),0,8,94,0,-1,8,100,99
O=c1c2ccccc2ncn1/N=C/c1ccccc1,-10,-6,92,3,1,4,104,94
C[C@]12CC[C@H](O)CC1=CCC1C2CC[C@@]2(C)C1CCC21OCCO1 (stereo partly specified),x,18,97,0,4,x,99,99
Nc1nonc1C(=O)N/N=C/c1ccc(-c2cccc(C(=O)O)c2)o1,-4,10,90,13,-7,-3,108,98
CCn1c(C(O)c2ccc(C)cc2)nc2ccccc21 (stereo unspecified),0,2,100,0,2,2,107,100
CC1CCN(C(=O)CSc2ccc(-c3cccnc3)nn2)CC1,7,4,94,31,-10,9,89,102

(further entries)
compound,ZTA counter,procasp7 counter,MEP2 TOR yeast,AHR activator,proCasp3 act,EBNA-1 inhibitor,LAP4 TOR yeast,RPL19A-GFP yeast
Cc1ccc2nc(Cl)c3nnnn3c2c1,-7,-11,98,2,-10,1,298*,56
Cc1ccc(C(=O)c2cn[nH]c2-c2ccccc2O)cc1,2,5,111,3,-3,-10,110,105
COc1ccc(CCNC(=O)CN2C(=O)COc3ccc(S(=O)(=O)N4CCCC4)cc32)c(OC)c1,-1,4,92,4,1,0,103,96
CCOC(=O)/C(C#N)=C1/C=CNC(=O)N1,-1,1,94,3,16,-2,96,93
Cc1cccc(NC(=O)COc2coc(CN3CCc4ccccc4C3)cc2=O)c1,-4,8,108,4,-7,-6,97,105
Cc1sc2nc(COC(=O)c3cccc(OC(F)F)c3)[nH]c(=O)c2c1C,13,0,94,7,-2,13,107,100
O=C(CSc1nnc(-c2ccccc2)n1Cc1ccccc1)NNC(=O)c1ccccc1O,0,2,103,0,5,-9,95,98
CCN(CC)C(=O)CN1C(=O)c2cccc3cccc1c23,6,-5,108,-1,-6,3,112,104
O=C(NCC(=O)N1CCN(c2ncccn2)CC1)c1ccccc1F,x,1,87,4,13,x,96,89
